# SRC1 inh – inhibits human SRC1 coactivator. Q15788. HEK293 GAL4-SRC1 luciferase reporter, luminescence. inhibition, % at 3.6 µM. hit rate 0.12% among 360,000;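 active means inhibition above the campaign mean plus 3 SD, with each screening campaign given its own cutoff, cut at about 60% in these data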;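 further: 0% = DMSO treated cells and 100% = gossypol at 36 µM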
# TRAIL sens C8 – sensitizes caspase-8 expressing cells to TRAIL; NB7+C8 cells + TRAIL, ATPlite viability luminescence; hit rate 1% among 360,000; inhibition (viability loss, TRAIL sensitization), % at 10 µM;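 active means compounds causing at least 50% loss of cell viability in the single-dose screen, relative to plate controls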
# EBV LMP1 NFkB – reduces LMP1-driven NF-kappaB luciferase signal; LMP1-induced NF-kappaB luciferase reporter cells, luminescence; inhibition, % at 12.5 µM; hit rate 0.69% among 350,000; AID 504558; in the data active means inhibition above about 41%;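 further: 0% = neutral control wells and 100% = reference inhibitor control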
# NR5A2 inv ag – NR5A2 inverse agonism in reporter assay | O00482 | HEK293T StAR-luciferase reporter, LRH-1 transfected, 24 h | inhibition, % at 3.6 µM | hit rate 0.13% among 360,000;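 active means inhibition above the mean inhibition of all tested compounds plus 3 SD, cut at about 73% in these data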;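 further: 0% = DMSO wells and 100% = reporter-only cells lacking LRH-1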
# Target sequence (O00482 whole entry, looked up): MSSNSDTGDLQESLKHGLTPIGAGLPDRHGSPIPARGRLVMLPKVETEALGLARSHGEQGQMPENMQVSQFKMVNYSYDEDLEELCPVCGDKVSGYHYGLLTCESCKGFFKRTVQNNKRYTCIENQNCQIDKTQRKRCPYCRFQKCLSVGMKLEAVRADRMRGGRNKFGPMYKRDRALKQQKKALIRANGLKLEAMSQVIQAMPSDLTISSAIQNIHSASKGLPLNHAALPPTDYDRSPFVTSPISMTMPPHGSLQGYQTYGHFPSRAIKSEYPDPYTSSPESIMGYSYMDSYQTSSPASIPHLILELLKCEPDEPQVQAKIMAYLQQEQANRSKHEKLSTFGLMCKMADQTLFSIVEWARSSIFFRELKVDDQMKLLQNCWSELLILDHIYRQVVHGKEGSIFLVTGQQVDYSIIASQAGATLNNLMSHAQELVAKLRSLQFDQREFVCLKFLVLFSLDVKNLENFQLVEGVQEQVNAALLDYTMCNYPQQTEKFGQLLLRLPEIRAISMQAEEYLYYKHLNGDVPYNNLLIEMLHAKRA
# NR2F2 inh – inhibitors of human COUP-TFII (NR2F2). HEK293T NGFI-A luciferase reporter, luminescence. inhibition, % at 8.6 µM. hit rate 0.7% among 370,000. AID 686940;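 active means inhibition above a per-plate cutoff, mean inhibition of test wells between control levels plus 3 SD, cut at about 38% in these data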;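 further: cells cotransfected with COUP-TFII expression vector driving the NGFI-A reporter; 0% = median of COUP-TF2 test wells and 100% = reporter-only cells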
# Target sequence (P24468 whole entry, looked up): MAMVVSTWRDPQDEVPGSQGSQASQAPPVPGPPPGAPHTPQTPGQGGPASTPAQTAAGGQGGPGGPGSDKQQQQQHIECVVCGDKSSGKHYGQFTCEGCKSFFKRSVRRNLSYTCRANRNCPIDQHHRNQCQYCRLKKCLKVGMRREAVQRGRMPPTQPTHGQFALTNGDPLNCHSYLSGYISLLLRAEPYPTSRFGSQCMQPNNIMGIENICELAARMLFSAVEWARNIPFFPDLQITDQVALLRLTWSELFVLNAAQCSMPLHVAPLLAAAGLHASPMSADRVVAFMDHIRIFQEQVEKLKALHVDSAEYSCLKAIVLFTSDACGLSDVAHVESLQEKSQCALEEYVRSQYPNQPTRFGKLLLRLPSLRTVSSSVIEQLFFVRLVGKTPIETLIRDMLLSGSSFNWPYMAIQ
# CF NFkB inh – blocks PAF-induced NF-kB reporter in cystic fibrosis cells; hit rate 0.86% among 360,000; inhibition, % at 5 µM; AID 588850; KKLEB NF-kB-GFP reporter, GFP fluorescence overnight;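 active means at least 50% inhibition at 5 µM, scaled per plate between neutral and stimulator controls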;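 further: PAF is a Pseudomonas aeruginosa culture filtrate used as stimulus; plate controls were PAF-stimulated DMSO wells for no effect and unstimulated DMSO wells for full effect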
# KKLEB tox – counter-screen for CF NF-kB inhibitors: cytotoxicity | KKLEB CF airway cells viability, ATPlite luminescence, overnight; active compounds read low; cells stimulated with P. aeruginosa culture filtrate | activity change (cytotoxicity), % at 5 µM | hit rate 0.36% among 360,000 | AID 602141;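 active means corrected activity change at or below -50% at 5 µM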
# SRC3 inh – inhibitors of human steroid receptor coactivator 3 (SRC3). Q9Y6Q9. HEK293 GAL4-SRC3 luciferase reporter, luminescence. inhibition, % at 3.6 µM. hit rate 0.17% among 360,000. AID 588352;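 active means inhibition above a per-campaign cutoff, the mean of all compounds plus 3 SD, cut at about 60% in these data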;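 further: 0% = DMSO-treated cells and 100% = gossypol-treated cells at 36 µM; higher means less SRC3-driven luciferase light from the GAL4 reporter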
# Shn3 3UTR inh – inhibitors of Schnurri-3 3'UTR reporter in osteoblasts; Clone20 osteoblast Shn3 3'UTR firefly luciferase, 24 h; inhibition, % at 12.5 µM; hit rate 0.52% among 360,000;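 active means mean inhibition of at least 75% with every replicate also reaching 75%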;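 further: 0% = median of neutral control wells and 100% = pilot-screen positive control compound; some compounds past the cut are filed as inactive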
# TWEAK Fn14 block – blocks TWEAK-Fn14 interaction in a reporter cell assay. TWEAK-stimulated Fn14 reporter cells, luciferase luminescence, 8 h. inhibition, % at 10 µM. hit rate 2% among 360,000. AID 1159606; in the data active means inhibition above about 50%
# TROY signal inh – blocks TROY-dependent signaling in reporter cells; Q293 LMP1-TROYcd NF-kB luciferase reporter, 4 h; inhibition, % at 10 µM; hit rate 0.98% among 360,000; AID 1347056;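 active means compounds whose plate-normalised and pattern-corrected inhibition of the luciferase reporter signal at the single screening dose is 50% or more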
# The depositor's hits bear a star; / = not tested or not shown.
SMILES,SRC1 inh,TRAIL sens C8,EBV LMP1 NFkB,NR5A2 inv ag,NR2F2 inh,CF NFkB inh,KKLEB tox,SRC3 inh,Shn3 3UTR inh,TWEAK Fn14 block,TROY signal inh
Oc1ccccc1C1=Nc2ccccc2N=C(c2cccs2)C1,-16.8,0.3,2.5,-25.6,0.9,1.1,2.3,6.5,-12.7,12.0,4.9
COC(=O)c1ccccc1NC(=O)COC(=O)/C=C/c1cccs1,-11.6,-4.5,0.7,-4.7,-0.8,-7.5,-8.3,-10.8,8.9,-11.1,-8.6
O=C(O)c1ccc(/C=N/NC(=O)c2ccc(Br)cc2)cc1,11.9,-2.9,-0.2,-6.8,7.3,-16.5,12.3,-0.9,-17.4,-4.3,-32.6
CCCCN(CC)CCNC(=O)CN(C)S(=O)(=O)c1ccc2c(c1)c(=O)n(C)c(=O)n2C,-14.9,-7.8,-16.3,11.2,10.3,-2.2,7.6,15.2,10.7,12.1,14.5
COc1ccc(-c2nc(-c3ccncc3)no2)c(OC)c1,-83.4,32.7,-9.8,-133.6,-28.1,-17.6,5.1,-69.5,1.0,56.4*,17.2
CCN1CCN(c2c(C=O)c(Cl)nc3ccc(OC)cc23)CC1,19.4,-1.6,5.6,2.5,4.6,17.0,-0.5,9.8,-6.4,56.0*,25.6
COC(=O)c1ccc(NC(=O)CCN2C(=O)NC(C)(C)C2=O)cc1,-9.0,-3.1,-4.4,-0.3,-12.8,23.9,14.2,4.1,-11.3,3.8,-20.8
O=C(Nc1ccn(CCCN2CCN(Cc3cccc4ccccc34)CC2)c(=O)n1)OCc1ccccc1,14.1,15.0,7.0,19.8,13.7,20.1,-20.0,10.2,26.6,8.7,20.9
COc1ccc(C(C)NC(=O)c2ccoc2C)cc1OC (stereo unspecified),-4.7,-2.8,0.9,15.1,-8.1,3.8,-6.6,-1.9,-6.5,3.9,-3.5
CCN(CC(=O)Nc1c(F)cccc1F)C(=O)c1ccc(NC(=O)CC2SC(N3CCCC3)=NC2=O)cc1 (stereo unspecified),6.2,18.0,4.4,-27.7,-1.1,12.2,-9.1,-6.3,-10.7,2.7,-6.1
Nc1nc(NCc2ccco2)nc(Nc2cccc(F)c2)c1[N+](=O)[O-],1.3,4.3,6.6,11.2,-9.7,3.5,-9.9,15.9,-3.5,-30.4,-5.0
C/C(=N\NC(=O)Cc1cccn1C)c1ccc([N+](=O)[O-])cc1,-20.1,-6.2,/,2.1,-9.5,-14.1,13.0,-4.0,-4.6,-16.3,-17.0
O=C(Nc1nc2c(s1)CCCC2=O)c1cnccn1,-44.7,4.5,-10.2,-71.4,7.6,-25.4,-0.8,-61.4,-51.4,-7.2,-24.1
CC(C)Oc1ccc(C(=O)NCC(=O)O)cc1,12.9,-7.5,-4.7,11.8,0.1,-39.1,9.0,8.3,2.5,7.5,5.4
Cc1ccc(NS(=O)(=O)c2cccc(C(=O)NCC3(N(C)C)CCCCC3)c2)cc1,16.5,-8.0,-0.9,-7.6,-12.7,4.7,9.6,8.2,12.3,12.4,12.6
COCc1ccc(-c2ccc3c(c2)c(C#Cc2ccsc2)c(-c2cc(OC)cc(OC)c2)n3C)cc1,-1.1,8.6,-1.0,-7.1,14.1,-2.0,-7.0,22.2,3.8,-6.1,-1.1
COC(=O)c1sc(NC(=O)CSc2nncs2)c(C(=O)OC)c1C,-24.2,10.1,0.6,13.1,3.9,-11.5,-15.4,17.1,3.1,0.4,6.8
Cc1sc2nc(C(C)(C)C)oc(=O)c2c1C,-0.8,6.9,1.2,20.1,/,17.7,-2.9,6.1,-10.6,-9.5,11.2
CCc1cc2cc3c(cc2nc1SCC(=O)Nc1cc(C)on1)OCO3,9.8,39.3,-1.1,-14.3,15.4,54.8*,-41.8,8.1,/,-16.1,11.3
CCc1ccccc1NC(=O)C1=CC(c2ccc(OC)c(OC)c2)=NS(=O)(=O)N1C,0.0,-3.9,1.4,4.4,0.6,-9.5,12.1,-6.5,6.8,1.4,14.8
Cc1sc2ncnc(Sc3ccccc3C(=O)Nc3ccc(C#N)cc3)c2c1C,4.5,-5.8,2.5,4.7,-11.9,-16.6,0.2,21.3,-14.2,-2.2,-40.1
Cc1occc1C(=O)N/N=C/c1ccccc1[N+](=O)[O-],-60.6,11.2,-17.1,-114.1,-30.0,1.6,3.6,-54.6,/,-36.4,9.3
O=C(Nc1cccc(Cl)c1N1CCOCC1)c1cc([N+](=O)[O-])ccc1N1CCOCC1,1.2,-5.1,2.4,14.7,-20.5,-18.4,-1.8,-51.0,10.0,-12.1,21.0
Cc1ccc(CN2CC(C(=O)NCCCn3nc(C)cc3C)CC2=O)cc1 (stereo unspecified),3.5,3.4,-0.1,-4.0,-1.9,5.8,-9.1,-6.4,-5.7,3.9,24.5
Cc1ccc(C(c2nnnn2CS(=O)(=O)c2ccc(C)cc2)N2CCC(C(N)=O)CC2)cc1 (stereo unspecified),-5.2,-14.2,6.2,-4.0,-6.6,0.4,-0.2,-10.7,-11.3,-6.0,7.6

# A different layout for some results above.
mol	SRC1 inh	TRAIL sens C8	EBV LMP1 NFkB	NR5A2 inv ag	NR2F2 inh	CF NFkB inh	KKLEB tox	SRC3 inh	Shn3 3UTR inh	TWEAK Fn14 block	TROY signal inh
COC(=O)c1ccc(NC(=O)CCN2C(=O)NC(C)(C)C2=O)cc1	-9.0	-3.1	-4.4	-0.3	-12.8	23.9	14.2	4.1	-11.3	3.8	-20.8
O=C(Nc1nc2c(s1)CCCC2=O)c1cnccn1	-44.7	4.5	-10.2	-71.4	7.6	-25.4	-0.8	-61.4	-51.4	-7.2	-24.1
COCc1ccc(-c2ccc3c(c2)c(C#Cc2ccsc2)c(-c2cc(OC)cc(OC)c2)n3C)cc1	-1.1	8.6	-1.0	-7.1	14.1	-2.0	-7.0	22.2	3.8	-6.1	-1.1

# Additional entries.
SMILES,SRC1 inh,TRAIL sens C8,EBV LMP1 NFkB,NR5A2 inv ag,NR2F2 inh,CF NFkB inh,KKLEB tox,SRC3 inh,Shn3 3UTR inh,TWEAK Fn14 block,TROY signal inh
OC(COc1ccc(Cl)cc1)CN1CCN(c2ccccc2)CC1 (stereo unspecified),-6.1,10.4,2.8,18.1,-6.0,6.9,-0.9,6.8,-5.1,-4.7,12.2
COCc1cc(C)nc(SCc2ccc(Br)cc2)c1C#N,14.6,5.8,-8.8,-5.1,5.2,-8.5,-19.9,7.1,28.9,-9.6,-28.5
COc1ccc(C(CC(=O)NC(C)c2ccc(-c3ccccc3)cc2)NC(C)=O)cc1 (stereo unspecified),3.9,3.0,-0.3,6.5,1.7,10.2,-0.4,-15.6,4.6,15.1,2.4
CCCN(C(=O)CCCSc1nc2ccccc2[nH]1)c1c(N)n(Cc2ccccc2)c(=O)[nH]c1=O,8.3,-9.8,2.9,-1.5,8.7,18.6,-2.2,17.7,-5.0,-12.4,-7.2
CC(NC(=O)COc1ccccc1Cl)c1ccccc1 (stereo unspecified),-23.0,-2.8,0.0,14.1,12.8,-10.9,0.6,12.8,13.9,-22.1,12.3
O=C(CCc1nnc(CCCCc2ccccc2)o1)NCCCc1cccnc1,2.7,1.9,-13.2,-3.1,12.8,1.4,8.5,-4.7,-18.8,5.7,-19.5
CC12CC3CC(C)(C1)CC(C(=O)NC1=NCCS1)(C3)C2,-5.4,0.6,11.0,-10.3,7.3,10.2,-23.4,-6.2,2.9,-6.0,-4.0
CC1(C(=O)NCc2ccccc2)CCC(=O)N1CC(F)(F)F (stereo unspecified),19.8,-0.5,/,12.7,2.5,-12.1,-4.3,-21.0,-8.6,25.5,4.1
CCN1CCN(C(=O)c2cc(COc3ccc(F)cc3F)on2)[C@@H](C)C1=O,14.3,9.8,9.6,4.0,-0.2,17.9,-11.5,-26.3,17.5,16.6,-8.9
C#CCOCCOCCOCCNc1nc(N2CCOCC2)nc(N2CCN(C(=O)CCCCCCCCCCNC(=O)[C@H](CO)n3cc(CCCSC)nn3)CC2)n1,-8.2,-11.2,-3.7,-5.3,7.9,-23.3,1.1,-12.2,1.6,-8.8,15.6
CN(C)c1ccc(NC(=O)CSc2nc(C3CC3)nc3ccccc23)cc1,9.3,23.0,15.7,29.3,1.6,22.3,-20.7,14.3,14.8,28.4,10.4
O=C(NNC(=O)C1CCN(S(=O)(=O)c2ccccc2)CC1)c1ccccc1O,0.3,-4.2,-0.5,11.8,4.1,-20.1,11.4,-2.6,10.1,0.2,-3.8
CCO[C@H]1OC(C(=O)Nc2ccccc2)=C[C@@H](C)[C@@H]1CCCO,-1.6,6.7,11.0,-4.8,-1.8,-6.2,8.6,11.8,-0.3,4.4,9.5
Cc1nc(=S)c2c([nH]1)-c1ccccc1CC21CCCCC1,-6.0,79.8*,20.3,12.6,-17.3,5.7,-5.9,8.0,13.3,75.4*,-5.3
Cc1ccc(S(=O)(=O)N2CCOCC2)cc1NC(=O)CN1CCN(c2ccc(O)cc2)CC1,31.9,-4.9,4.6,15.9,24.2,-0.3,16.9,36.6,-24.6,78.4*,49.2
Cc1ccc(S(=O)(=O)Nc2ccc3c(c2)c2c(n3S(=O)(=O)c3ccc(C)cc3)CCCC2=O)cc1,-6.9,12.5,1.3,6.9,5.3,17.9,-11.5,12.9,24.0,2.2,6.3
CCn1c(CNC(=O)c2ccccc2F)nnc1SCC(=O)Nc1nncs1,-9.5,-4.1,-3.2,-0.8,-19.8,6.7,-4.1,-0.8,-3.1,-8.4,5.8
Cc1cccc(NC(=O)COC(=O)CCc2ccccc2)c1C,-0.6,-2.7,-2.8,13.8,8.3,0.0,4.9,-18.0,3.1,-9.5,12.0
CCn1nc(C)cc1C(=O)N1CCCC(N2CCN(Cc3ccc4c(c3)OCO4)CC2)C1 (stereo unspecified),3.4,0.9,6.1,20.1,16.8,10.0,2.8,0.1,-3.4,0.7,8.9
CC(c1ccccc1C(O)(c1ccccc1)c1ccccc1)N(C)C (stereo unspecified),-3.0,0.0,3.9,7.0,7.6,22.0,-13.7,2.6,10.9,10.0,23.6
CCOC(=O)c1[nH]c2ccccc2c1NC(=O)c1cc(OC)c(OC)c(OC)c1,10.9,-13.4,0.4,16.7,-20.5,-5.1,7.4,12.6,2.3,-7.8,-29.6
Cc1ccc(S(=O)(=O)CCC(=O)OCC(=O)N2CCN(S(=O)(=O)c3ccc(Cl)cc3)CC2)cc1,13.7,-7.0,6.3,11.1,-1.8,8.7,1.4,-4.1,1.9,5.1,0.7
Cc1ccc(S(=O)(=O)N2CCC(C(=O)OCC(=O)NCCc3ccccc3)CC2)cc1C,-15.0,-11.5,0.7,-25.1,6.5,10.4,-12.6,-3.0,-2.1,-13.3,-12.6
Cc1cccc(C(=O)Nc2ccc(C(=O)N/N=C/c3ccc(C)o3)cc2)c1,8.1,-16.0,1.3,-7.9,-2.5,2.7,2.7,1.7,7.4,8.1,-75.7
O=C(Nc1ccc(N2CCN(C(=O)c3ccco3)CC2)c(Cl)c1)c1c(F)c(F)c(F)c(F)c1F,-2.7,11.9,8.4,-10.6,20.3,8.2,-4.1,30.5,31.5,23.1,23.5
CCOc1ccc(OCc2ccc(C(=O)NCc3cccnc3)o2)cc1,-13.7,-5.1,-9.0,-16.8,-4.1,-10.2,1.7,-19.2,-2.9,-10.3,-40.6
CC(C)c1ccccc1OCC(=O)Nc1cc(S(=O)(=O)N2CCOCC2)ccc1N1CCCC1,5.4,8.0,0.2,-11.9,16.7,19.3,-10.8,-13.1,21.8,-11.5,-7.3

# The list is partial (hit frequency here may not be typical).
